HMGR II inh: inhibitors of E. faecalis class II HMGR, primary screen, biochemical, Enterococcus faecalis. HMG-CoA reductase (Enterococcus faecalis, mvaE). purified E. faecalis HMGR, NADPH absorbance 340 nm kinetic. hit rate 0.41% among 190,000. AID 1066, 2008. inhibition, % at 10 µM;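 active means inhibition above a set limit, the median over all tested compounds plus 3 SD, cut at about 9.5% in these data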;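 further: enzyme runs in reverse so mevalonate oxidation gives rising NADPH absorbance; 0% = complete reaction with DMSO and 100% = background rate lacking mevalonate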
PMI act satM6P: human PMI activators, high substrate, primary screen, biochemical, fluorescence intensity, near-saturating mannose 6-phosphate; activation factor at 20 µM; Mannose-6-phosphate isomerase (Homo sapiens), P34949; AID 1216, 2008; coupled PMI enzyme assay, resazurin fluorescence, 20 min; hits give high values; 1 = untreated enzyme, 0 = substrate-free blank; hit rate 0.34% among 190,000;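 active means activation factor of 2 or more at 20 µM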
Target sequence (P34949 whole entry, looked up): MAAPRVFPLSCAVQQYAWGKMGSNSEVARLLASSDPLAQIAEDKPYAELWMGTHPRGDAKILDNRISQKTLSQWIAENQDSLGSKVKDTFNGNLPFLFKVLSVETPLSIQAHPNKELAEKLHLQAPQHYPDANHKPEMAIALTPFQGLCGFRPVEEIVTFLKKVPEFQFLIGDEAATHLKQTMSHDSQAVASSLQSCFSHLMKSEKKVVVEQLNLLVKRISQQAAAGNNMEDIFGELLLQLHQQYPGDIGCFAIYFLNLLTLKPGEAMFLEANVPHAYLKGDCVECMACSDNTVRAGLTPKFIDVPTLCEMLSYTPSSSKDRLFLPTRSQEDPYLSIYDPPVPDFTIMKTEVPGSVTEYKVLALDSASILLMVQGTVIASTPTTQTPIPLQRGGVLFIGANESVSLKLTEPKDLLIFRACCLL
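test system = human PMI in coupled enzyme assay | medium = HEPES-buffered pH 7.4 with magnesium and detergent | also added = 1.0 mM mannose-6-phosphate substrate with 0.22 mM NADP+ | compound = 20 µM single dose | times = 20 min incubation at room temperature | measured by = resorufin fluorescence (Ex 544/Em 590 nm) from resazurin via diaphorase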
Diaphorase inh: diaphorase inhibitors and chemical oxidizers, primary screen, counter-screen for diaphorase-coupled primary assays, biochemical, uHTS, resorufin fluorescence. diaphorase resazurin-to-resorufin fluorescence, NADH, 16 min; bacterial (C. kluyveri) enzyme, not human. inhibition, % at 20 µM. hit rate 0.69% among 190,000;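 active means primary screen inhibition at 20 µM above a set limit, cut at about 50% in these data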;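 further: plate controls were DMSO with full reaction for no effect and wells lacking NADH for full effect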
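Test system: diaphorase enzyme from Clostridium kluyveri; amount: diaphorase at 0.14 U/mL in enzyme working solution; detection: fluorescence of resorufin formed from resazurin, Ex 544/Em 590 nm; times: reaction incubation of 16 min at room temperature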
TNAP inh hiacc: human TNAP enzyme inhibitors, primary screen, biochemical, luminescent, high phosphate acceptor level, uHTS. Alkaline phosphatase, tissue-nonspecific isozyme (Homo sapiens), P05186. hit rate 0.03% among 200,000. inhibition, % at 20 µM. AID 1135, 2008. purified TNAP, CDP-star luminescence, 1 M DEA;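 active means over 50% inhibition of tissue-nonspecific alkaline phosphatase at 20 µM in the single-dose screen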;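 further: plate controls were DMSO wells for no effect and EDTA-quenched wells as full inhibition for full effect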
G6PDH CS: L. mesenteroides G6PDH inhibitors, counter-screen for G6PDH-coupled screening assays, biochemical, Leuconostoc mesenteroides enzyme. glucose-6-phosphate dehydrogenase [Leuconostoc mesenteroides]. Purified L. mesenteroides G6PDH, diaphorase/resazurin coupled fluorescence, 45 min. inhibition, % at 5 µM. hit rate 0.12% among 200,000; in the data active means inhibition above about 50%
Diaph act CS: compounds boosting diaphorase resazurin reduction – biochemical, uHTS, resorufin fluorescence, counter-screen for diaphorase-coupled primary assays, primary screen; AID 1229, 2008; activation factor at 20 µM; hit rate 0.005% among 190,000; Diaphorase/resazurin coupled assay, 16 min; hits give high values; 1 = vehicle wells, 0 = NADH-free wells;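 active means diaphorase activity raised at least twofold by the compound at 20 µM; inactive means activation factor below 2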
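Material: Clostridium kluyveri diaphorase, purified enzyme; Quantity: enzyme 0.07 U/mL final; Medium: HEPES pH 7.4 buffer with MgCl2 and Tween 20; Dosing: single compound dose of 20 µM, 1% DMSO final; Schedule: 16 min reaction at room temperature; Measured by: red resorufin fluorescence at 544/590 nm excitation/emission.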
TNAP act hiacc: TNAP activators at high phosphate acceptor level, primary screen, biochemical, luminescence, uHTS | Alkaline phosphatase, tissue-nonspecific isozyme (Homo sapiens), P05186 | purified TNAP, CDP-star luminescence, 1 M DEA, 30 min; hits give high values; 0 = EDTA background, 1 = DMSO-only activity | activation factor at 20 µM | 200,000 tested, under 10 active;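 active means activation factor at least 2 at 20 µM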
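system = human TNAP | amount = enzyme diluted 1/800 final | reagent = 100 µM CDP-star substrate | signal = luminescent substrate turnover signal | dosing = one dose, 20 µM | benchmarks = EDTA negative control, DMSO positive control | measure = activation factor | timing = 30 min reaction, room temperature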
PMI activator: activators of human PMI, primary screen, biochemical, fluorescence intensity, near-Km mannose 6-phosphate; Mannose-6-phosphate isomerase (Homo sapiens), P34949; purified human PMI, coupled resazurin fluorescence, 20 min; hits give high values; 1 = vehicle control, 0 substrate-free wells; activation factor at 20 µM; hit rate 0.005% among 190,000; AID 1214, 2008;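 active means activation factor of 2 or more at 20 µM, relative to plate controls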
TNAP inh no acc: human TNAP enzyme inhibitors, primary screen, biochemical, luminescent, no phosphate acceptor, uHTS. Alkaline phosphatase, tissue-nonspecific isozyme (Homo sapiens), P05186. purified TNAP, CDP-star luminescence, 30 min. inhibition, % at 20 µM. hit rate 0.26% among 200,000. AID 1012, 2008;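 active means tissue-nonspecific alkaline phosphatase inhibition above about 50% at 20 µM in the single-dose screen, limit read from the data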;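 further: 0% = DMSO negative control and 100% = EDTA positive control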
FLuc act counter: FLuc activators, initial screening, artefact control for FLuc-dependent activation tests, biochemical, ATPlite luminescence. Luciferin 4-monooxygenase (Photinus pyralis), P08659. ATPlite luciferase biochemical, 10 min; 0 = ATP-free wells, 1 = DMSO control. activation factor at 10 µM. 200,000 tested, under 10 active;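 active means luciferase activation factor, scaled between plate controls, of at least 2 with compound at 10 µM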
Target sequence (P08659 whole entry, looked up): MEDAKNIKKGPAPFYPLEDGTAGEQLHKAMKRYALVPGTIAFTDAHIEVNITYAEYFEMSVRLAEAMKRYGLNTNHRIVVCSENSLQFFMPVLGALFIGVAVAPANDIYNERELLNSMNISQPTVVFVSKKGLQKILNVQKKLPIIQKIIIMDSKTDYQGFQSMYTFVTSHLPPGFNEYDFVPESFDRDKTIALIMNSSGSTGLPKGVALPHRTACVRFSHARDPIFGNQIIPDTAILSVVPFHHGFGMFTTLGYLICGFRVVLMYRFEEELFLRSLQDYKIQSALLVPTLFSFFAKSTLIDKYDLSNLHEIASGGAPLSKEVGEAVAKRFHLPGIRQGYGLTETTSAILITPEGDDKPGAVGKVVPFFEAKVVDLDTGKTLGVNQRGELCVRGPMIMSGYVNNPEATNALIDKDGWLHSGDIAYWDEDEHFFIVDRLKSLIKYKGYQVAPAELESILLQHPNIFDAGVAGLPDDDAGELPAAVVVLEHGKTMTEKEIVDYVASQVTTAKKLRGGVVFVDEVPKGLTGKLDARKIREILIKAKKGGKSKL
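System: luciferase plus luciferin reagent, cell-free; medium: PBS as buffer for the ATP substrate; dosing: test compounds dosed from 2 mM stocks in 100% DMSO; timing: 10 min post-reagent at room temperature; measured by: luminescence measurement of luciferase light output; evaluation: luciferase activation, seen as luminescence increase over controls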
Numbers without * were called inactive; . = no result given.

SMILES	HMGR II inh	PMI act satM6P	Diaphorase inh	TNAP inh hiacc	G6PDH CS	Diaph act CS	TNAP act hiacc	PMI activator	TNAP inh no acc	FLuc act counter
CCN1C(=O)C2(C(C#N)=C(N)Oc3n[nH]c(-c4ccccc4)c32)c2ccccc21 (configuration not stated)	-4.8	1.1	17.7	-7.3	3.3	0.8	1.1	1	3.5	1.1
Cc1cc(N2C(=O)C(=O)/C(=C(/O)c3ccccc3)C2c2cccs2)no1 (configuration not stated)	1.4	1.1	16.5	-6.5	9.5	0.8	1.1	1.1	-17.7	1.1
Cc1nnc(SCc2ccon2)n1-c1ccccc1	7.1	1.1	8.2	-6.7	-2.8	0.9	1.1	1.1	-15.3	1.1
COc1cccc(/C=C/C(=O)Nc2ccc3c(c2)OCCO3)c1	-0.1	1.1	7.9	-1.5	1.4	0.9	1	1.1	-14.0	0.1
Cc1ccccc1NC(=O)c1ccc(Cl)c(NC(=O)c2cccnc2)c1	1.6	1	7.6	-7.6	5.6	0.9	1.1	1	-14.3	1
COc1ccccc1NC(=O)CCS(=O)(=O)c1ccccc1	-1.7	1	0.9	-6.5	5.9	1	1.1	1	-11.1	1
O=C(NCc1ccco1)c1cccc(NC(=O)c2ccco2)c1	-5.5	1	20.7	-3.8	-0.6	0.8	1	0.9	-15.0	1
CCOC(=O)NC(=O)C(/C=N/c1sccc1C(=O)OC)=C(\C)O	-8.9	0.9	1.4	-4.6	9.7	1	1	1	-7.5	1
O=C(NCc1cccnc1)Nc1cccc(F)c1	0.2	1	8.9	-2.2	5.8	0.9	1	1	6.8	1
Cc1cc(C)cc(N(C(=O)CNC(=O)c2ccco2)C(C(=O)NC2CCCC2)c2cccnc2)c1 (configuration not stated)	-0.8	1	4.3	-6.5	3.7	1	1.1	1.1	-13.3	1
CN(C)c1ccc(CNn2cnnc2SCC(=O)NC(C)(C)C)cc1	0.1	1	-3.4	-3.1	5.6	1	1	1.1	-5.8	1
Cc1cc(C)c2nc(SCC(=O)NNC(=O)c3ccco3)c(C)cc2c1	-4.5	0.9	5.7	-5.7	7.8	0.9	1.1	0.9	-0.9	1.1
CCC(C)NCCOc1cccc(Br)c1 (configuration not stated)	-2.3	1.1	12.7	-3.7	0.9	0.9	1	1	-3.8	1
CCCCc1ccc(-c2nc(NC(=O)C3C4CCC(O4)C3C(=O)O)sc2C)cc1 (configuration not stated)	-2.9	1	13.9	-2.8	0.0	0.9	1	0.9	-7.4	1
Cc1nonc1C(=O)N/N=C/c1ccncc1	-0.2	1.1	4.7	-3.3	9.1	1	1	1.1	-6.1	1
CCCc1cc2c(cc1NC(=O)c1ccccc1F)OCO2	-3.2	0.9	12.2	0.3	0.8	0.9	1	1	-6.2	1
O=C(O)c1ccc(Cl)c(S(=O)(=O)Nc2ccc3cn[nH]c3c2)c1	0.1	0.6	14.5	-2.6	5.7	0.9	1	1	-7.7	1
CN(C)c1ccc(C(=S)N2CCOCC2)cc1	-6.5	0.8	19.8	-5.6	18.3	0.8	1.1	0.9	-7.7	1
O=C(COc1ccccc1)Nc1nccs1	-6.3	0.9	0.2	1.5	5.2	1	1	1	-2.8	0.6
COc1ccc(Nc2cc(C(=O)NCCCN3CCOCC3)c3ccccc3n2)cc1OC	0.3	1	1.6	5.0	-8.4	1	0.9	0.9	-16.4	0.9
Cn1nnc2cc(C(=O)N3CCSCC3)ccc21	-6.4	0.9	6.8	-0.6	6.7	0.9	1	0.9	-8.8	1
COC(=O)c1c(C(=O)OC)c(-c2ccccc2)n2c1CS(=O)C2 (configuration not stated)	1.9	1	5.9	-1.9	12.2	0.9	1	1	-7.0	1
CC(c1ccco1)N(Cc1ccco1)C(=O)Nc1ccccc1 (configuration not stated)	-0.6	0.9	14.5	-1.9	7.9	0.9	1	0.9	-3.4	1
CCSc1nnc(Cn2c(=O)sc3ccccc32)n1-c1ccccc1C	-9.2	1.1	8.6	-3.5	1.3	0.9	1	1.1	-11.8	1
COc1ccccc1CC(=O)Nc1ccc2c(c1)CCC2	-1.8	1	10.1	-2.0	-5.4	0.9	1	0.9	-2.1	1
N=c1c[n+](-c2ccc(Cl)cc2)[n-]o1	-5.0	1.3	0.0	-0.9	2.9	1	1	1.1	-4.4	1
CCOC(=O)c1cnc(-c2ccccc2)nc1C(F)(F)F	-5.8	1	4.2	-3.3	4.4	1	1	1.1	8.6	1
COC(=O)c1c(NC(=S)NC(=O)c2ccco2)sc2c1CCCC2	4.6	0.9	12.7	-2.3	-16.2	0.9	1	0.9	9.8	1.1
CCc1n[nH]c2c1/C(=N\O)CC(C)(C)C2	-1.4	1.1	8.0	-6.6	-5.8	0.9	1.1	1	3.4	1
Cc1c(NC(=O)c2cccs2)cccc1[N+](=O)[O-]	1.5	1.1	6.5	-5.1	3.0	0.9	1.1	1	-13.5	1
Clc1ccc2nc(NC3=NCN(CCN4CCOCC4)CN3)nc(-c3ccccc3)c2c1	.	0.9	13.8	-8.1	13.3	0.9	1.1	0.9	-10.2	1
CC1CC(C)CN(CCOCCSc2ccc(Cl)cc2)C1 (configuration not stated)	1.8	1	11.6	-2.7	19.9	0.9	1	0.9	-7.5	1
CCSc1ncc(/C=N/Nc2ccc(F)cc2)n1C	-7.2	2*	25.2	0.2	4.3	0.7	1	1.2	6.1	1
CCOC(=O)C1=C(C)NC(=O)NC1c1cccnc1 (configuration not stated)	-0.8	1.1	0.7	-9.4	9.4	1	1.1	1	-18.2	1
O=C(COC(=O)CC(c1ccccc1)c1ccccc1)NCc1ccc(Cl)cc1	0.4	1	5.2	2.5	-4.5	0.9	1	1	-22.0	0.9
O=C(NCCSc1c(-c2ccccc2)[nH]c2ccccc12)c1cc2ccccc2oc1=O	-0.3	1	10.4	3.6	8.1	0.9	1	1	5.2	1.1
CC(NC(=O)c1ccco1)C(=O)OCC(=O)c1ccc(Cl)s1 (configuration not stated)	-0.8	1.1	3.0	-0.8	10.1	1	1	1.2	-9.5	1
CCn1cc(/C=N/NS(=O)(=O)c2ccc(C)cc2)c(C)n1	-5.0	1.1	0.2	-5.2	1.1	1	1.1	1	-20.8	1.1
CC(C)(C)C(=O)COC(=O)c1cccc(NC(=O)c2ccco2)c1	-2.9	1	6.9	-1.1	5.1	0.9	1	1	-9.9	1
CCC1(C)N(O)C(C)(C)C(c2ccc(F)cc2)=[N+]1[O-] (configuration not stated)	-3.8	1.1	10.2	2.1	4.2	0.9	1	1.1	-4.3	1
Cc1ccc(C2=NNC(C(O)C(O)C(O)C(O)CO)S2)cc1 (configuration not stated)	-1.6	1.7	13.9	-3.7	0.6	0.9	1	1.4	-2.8	0.9
CCOCCOc1cccc(C(=O)NC(c2ccccc2)C(C)C)c1 (configuration not stated)	-0.7	0.8	16.8	-3.3	0.6	0.8	1	0.9	-10.6	1.1
CNC(=O)N(O)C1N(NC(=O)Nc2cccc3ccccc23)C(=S)SC1(C)C (configuration not stated)	-1.5	0.8	9.7	-2.1	10.8	0.9	1	0.8	-7.1	1
O=C(CCC1CCCCC1)NCCN1C2=NC[C@@H](Cc3ccccc3)N2C[C@H]1Cc1ccc(O)cc1	-3.8	1	-25.1	-9.1	9.9	1.3	1.1	0.9	-22.2	1
COc1cc2c(cc1OC)C(C)N(C(=O)Cn1ncc3c1-c1ccccc1OC3)CC2 (configuration not stated)	-3.4	0.9	20.1	-5.2	-43.1	0.8	1.1	0.9	-25.5	1.1

Gathered by group: those above with a thiophene ring, fused or not (5)
SMILES	HMGR II inh	PMI act satM6P	Diaphorase inh	TNAP inh hiacc	G6PDH CS	Diaph act CS	TNAP act hiacc	PMI activator	TNAP inh no acc	FLuc act counter
Cc1cc(N2C(=O)C(=O)/C(=C(/O)c3ccccc3)C2c2cccs2)no1 (configuration not stated)	1.4	1.1	16.5	-6.5	9.5	0.8	1.1	1.1	-17.7	1.1
CCOC(=O)NC(=O)C(/C=N/c1sccc1C(=O)OC)=C(\C)O	-8.9	0.9	1.4	-4.6	9.7	1	1	1	-7.5	1
COC(=O)c1c(NC(=S)NC(=O)c2ccco2)sc2c1CCCC2	4.6	0.9	12.7	-2.3	-16.2	0.9	1	0.9	9.8	1.1
Cc1c(NC(=O)c2cccs2)cccc1[N+](=O)[O-]	1.5	1.1	6.5	-5.1	3.0	0.9	1.1	1	-13.5	1
CC(NC(=O)c1ccco1)C(=O)OCC(=O)c1ccc(Cl)s1 (configuration not stated)	-0.8	1.1	3.0	-0.8	10.1	1	1	1.2	-9.5	1

(list continues)
SMILES	HMGR II inh	PMI act satM6P	Diaphorase inh	TNAP inh hiacc	G6PDH CS	Diaph act CS	TNAP act hiacc	PMI activator	TNAP inh no acc	FLuc act counter
COc1ccc(-c2cc(-c3nnc(COC(=O)C4CC4)o3)c3ccccc3n2)cc1OC	2.8	0.8	23.8	-2.6	-22.7	0.8	1	0.8	-7.0	1
Cc1c(C(=O)N/N=C/c2ccncc2)no[n+]1[O-]	-1.7	0.9	10.4	-7.2	5.2	0.9	1.1	0.9	-11.3	1.1
COc1ccc(NC(=S)N(CCN(C)C)C(C)c2ccco2)cc1Cl (configuration not stated)	-0.4	0.9	14.0	2.2	-11.2	0.9	1	0.8	-6.5	1
Cc1ccc(C)c(Cn2c(O)c(N=NC(=S)Nc3ccccc3F)c3ccccc32)c1	5.0	1	8.3	15.9	-0.3	0.9	0.8	1	18.4	1
COc1ccc(CN2CCCC(C(=O)N(C)Cc3ccccc3)C2)cc1OC (configuration not stated)	-2.3	0.9	20.7	-5.9	5.4	0.8	1.1	0.8	-13.1	1.1
COc1ccc(C)cc1NC(=O)CSc1nc(SC)ns1	-2.2	1	4.6	-1.9	-2.7	1	1	1	-9.6	1

Screening data (PubChem BioAssay)
